# FXIIa inh = inhibitors of human coagulation factor XIIa. inhibition, % at 10 µM. P00748. actives 0.2% (n = 33,000). purified human FXIIa, AMC substrate fluorescence, 2 h. AID 701; in the data active means inhibition above about 30%;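 further: 0% = enzyme with vehicle only and 100% = no enzyme blank; many of its hits are not listed in these tables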
# FXIa single inh = inhibitors of human coagulation factor XIa; purified human FXIa, fluorogenic AMC substrate cleavage; inhibition, % at 10 µM; actives 0.3% (n = 33,000);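 active means inhibition above 40% in the primary screen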;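 further: 0% = enzyme without compound and 100% = blank wells lacking enzyme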
# Target sequence (P03951 19-387 limits assumed): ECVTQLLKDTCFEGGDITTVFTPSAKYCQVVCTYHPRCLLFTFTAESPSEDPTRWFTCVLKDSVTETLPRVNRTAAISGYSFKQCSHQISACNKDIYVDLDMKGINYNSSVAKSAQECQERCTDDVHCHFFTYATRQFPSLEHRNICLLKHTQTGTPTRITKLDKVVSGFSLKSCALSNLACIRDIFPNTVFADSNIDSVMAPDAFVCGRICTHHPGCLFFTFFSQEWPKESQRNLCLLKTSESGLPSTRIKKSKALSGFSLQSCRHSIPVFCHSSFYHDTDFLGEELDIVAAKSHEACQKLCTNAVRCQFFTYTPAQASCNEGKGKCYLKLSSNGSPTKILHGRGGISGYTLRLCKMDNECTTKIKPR
# Target sequence (P03951 388-625 limits assumed): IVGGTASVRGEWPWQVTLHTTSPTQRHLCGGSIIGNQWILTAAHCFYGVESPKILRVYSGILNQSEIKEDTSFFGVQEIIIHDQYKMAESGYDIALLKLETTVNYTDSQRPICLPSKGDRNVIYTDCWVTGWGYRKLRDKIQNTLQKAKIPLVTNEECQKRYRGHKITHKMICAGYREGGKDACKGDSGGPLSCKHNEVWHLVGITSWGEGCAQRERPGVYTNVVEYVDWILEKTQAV
# Active calls of the source: *. Not all compounds are listed; count on the stated rates, not on these rows.
# Sample of the layout (21 entries):
SMILES,FXIIa inh,FXIa single inh
CCOCc1nnc(NC(C)=O)s1,5,-6
COc1ccc(C(=O)Nc2ccccc2C(=O)NC(C)C)cc1OC,3,3
CC1(C)CC(CC(=O)NC(=S)Nc2ccc([N+](=O)[O-])cc2)C(=O)O1 (stereo unspecified),-11,-14
CSc1nc2ccc3nc(NC(=O)c4ccc(Cl)s4)sc3c2s1,5,1
CSc1nc2ccc3nc(NC(=O)c4ccccc4)sc3c2s1,-3,2
CC(Sc1ccc(Cl)cc1)C(=O)NCc1ccc2c(c1)OCO2 (stereo unspecified),-11,-1
Cc1cc(C)nc(Nc2n[nH]c(COc3cccc4ccccc34)n2)n1,11,5
CNC(=O)NC(=O)CSc1nc2cc(C(=O)OC)ccc2c(=O)n1-c1ccccc1,6,-7
CCC(C)(C)n1nnnc1CN(Cc1cc2cc(OC)ccc2[nH]c1=O)C1CCCC1,4,-4
O=C(NCc1cccs1)C1CCCN(S(=O)(=O)c2ccc(Br)s2)C1 (stereo unspecified),-16,-15
COc1c(F)c(F)c(C(=O)O)c(Nc2ccccc2C)c1F,6,-6
Cc1cc(/C=N/NC(=O)CC2(C)OCCO2)c(C)n1-c1ccc(Cl)c(Cl)c1,4,8
N#C/C(=C\c1ccc(N2CCOCC2)o1)c1nc2ccccc2[nH]1,8,13
CCN(CC)CCN(CC)Cc1ccccc1Br,8,1
Cc1ccc(-c2n[nH]c(=S)n2/N=C/C=C/c2ccccc2[N+](=O)[O-])cc1,2,-8
CCCCC(c1nnnn1C1CCCC1)N1CCN(C2CCCC2)CC1 (stereo unspecified),6,2
COC(=O)c1ccc(NC(=O)CSCc2ccccc2C)cc1,9,9
CC1=C(C(=O)Nc2ccccc2C)C(c2ccc(C)o2)n2c(s/c(=C/c3ccccc3)c2=O)=N1 (stereo unspecified),7,12
CCOC(=O)c1cnn(-c2ccc(Cl)cc2)c1C1CCN(C(=O)OC(C)(C)C)CC1,6,-7
CCN(CC)CCN1C(=O)C(=O)/C(=C(/O)c2c(C)[nH]c(C(=O)OC)c2C)C1c1ccc(OC)cc1 (stereo unspecified),6,-4
O=C(COC(=O)c1ccc(Br)o1)NCc1ccco1,6,-2

# Results, from the first entry:
SMILES,FXIIa inh,FXIa single inh
CCOCc1nnc(NC(C)=O)s1,5,-6
COc1ccc(C(=O)Nc2ccccc2C(=O)NC(C)C)cc1OC,3,3
CC1(C)CC(CC(=O)NC(=S)Nc2ccc([N+](=O)[O-])cc2)C(=O)O1 (stereo unspecified),-11,-14
CSc1nc2ccc3nc(NC(=O)c4ccc(Cl)s4)sc3c2s1,5,1
CSc1nc2ccc3nc(NC(=O)c4ccccc4)sc3c2s1,-3,2
CC(Sc1ccc(Cl)cc1)C(=O)NCc1ccc2c(c1)OCO2 (stereo unspecified),-11,-1
Cc1cc(C)nc(Nc2n[nH]c(COc3cccc4ccccc34)n2)n1,11,5
CNC(=O)NC(=O)CSc1nc2cc(C(=O)OC)ccc2c(=O)n1-c1ccccc1,6,-7
CCC(C)(C)n1nnnc1CN(Cc1cc2cc(OC)ccc2[nH]c1=O)C1CCCC1,4,-4
O=C(NCc1cccs1)C1CCCN(S(=O)(=O)c2ccc(Br)s2)C1 (stereo unspecified),-16,-15
COc1c(F)c(F)c(C(=O)O)c(Nc2ccccc2C)c1F,6,-6
Cc1cc(/C=N/NC(=O)CC2(C)OCCO2)c(C)n1-c1ccc(Cl)c(Cl)c1,4,8
N#C/C(=C\c1ccc(N2CCOCC2)o1)c1nc2ccccc2[nH]1,8,13
CCN(CC)CCN(CC)Cc1ccccc1Br,8,1
Cc1ccc(-c2n[nH]c(=S)n2/N=C/C=C/c2ccccc2[N+](=O)[O-])cc1,2,-8
CCCCC(c1nnnn1C1CCCC1)N1CCN(C2CCCC2)CC1 (stereo unspecified),6,2
COC(=O)c1ccc(NC(=O)CSCc2ccccc2C)cc1,9,9
CC1=C(C(=O)Nc2ccccc2C)C(c2ccc(C)o2)n2c(s/c(=C/c3ccccc3)c2=O)=N1 (stereo unspecified),7,12
CCOC(=O)c1cnn(-c2ccc(Cl)cc2)c1C1CCN(C(=O)OC(C)(C)C)CC1,6,-7
CCN(CC)CCN1C(=O)C(=O)/C(=C(/O)c2c(C)[nH]c(C(=O)OC)c2C)C1c1ccc(OC)cc1 (stereo unspecified),6,-4
O=C(COC(=O)c1ccc(Br)o1)NCc1ccco1,6,-2
Cc1ccc(C(=O)O)cc1NC(=O)C1CCCN1S(=O)(=O)c1cccc2nsnc12 (stereo unspecified),8,9
Cc1nnc(SCc2nc3ccccc3nc2C)s1,16,-4
CCSC1=C(C#N)C(c2ccc3c(c2)OCO3)C2=C(CCCC2=O)N1 (stereo unspecified),-16,13
CC(Sc1nc2ccccc2[nH]1)C(=O)O (stereo unspecified),8,0
O=C(CN1CC(c2ccccc2)CC1=O)OCc1ccccc1F (stereo unspecified),8,4
O=C1C2C3C=CC(C4CC34)C2C(=O)N1/N=C/c1ccc(-c2ccc(F)cc2[N+](=O)[O-])o1 (stereo unspecified),6,3
CCOC(=O)/C(=N/Nc1ccc(Cl)cc1)S(=O)(=O)c1ccccc1,3,-6
CCC1(C)Cc2c(sc3nc4n(c(=O)c23)CCS4)CO1 (stereo unspecified),7,-3
Cc1cc2cc(NC(=O)c3ccco3)ccc2[nH]1,6,-4
CCOC(=O)/C(=C\c1ccccc1)C(=O)c1cc(C(C)=O)c(Nc2ccccc2)s1,2,3
O=C(CSc1nnc(C2CC2)n1Cc1ccccc1)c1cc2ccccc2o1,5,2
COC(=O)C1CCN(C(=O)Cc2ccc(C)cc2)CC1,2,9
CC(=O)N1N=C(c2ccncc2)OC12CCCCC2,1,-4
Cc1cc(C)cc(NC(=O)c2nccnc2C(=O)O)c1,6,5
N#Cc1cc2c(nc1SC1CCCCC1O)CCCC2 (stereo unspecified),3,-7
Cc1ccc(C(C(=O)NC2CCCCC2)N2CCN(C(=O)c3ccco3)CC2)cc1 (stereo unspecified),1,1
COC(=O)/C=C1\C(=O)N(c2nc3ccccc3s2)C(=S)N1c1ccc(F)cc1,3,-3
Cc1ccc(-n2c(C)nn(-c3ncc(C(F)(F)F)cc3Cl)c2=O)cc1,16,-2
CCc1nccn1S(=O)(=O)c1cc(C)c(OC)cc1C,8,-4
CCN(CC)S(=O)(=O)c1ccc(Cc2ncc(C(F)(F)F)cc2Cl)s1,4,8
COc1ccc(-n2nc(C(=O)Nc3ccc4c(c3)OCO4)c3ccccc3c2=O)c(OC)c1,2,-6
Cc1ccc(-c2nnn(CC(=O)N3CCCCC3)n2)c(-n2cnnn2)c1,4,3
COc1ccc(COC(=O)NNC(=O)c2ccccc2Cl)cc1,-1,-7
Cc1ccc(-c2csc(C(C#N)=C3CCCC3)n2)cc1,8,2
COc1ccc(CNC(=O)C2CC=CCC2C(=O)O)cc1OC (stereo unspecified),3,3
CN(C)c1ccc(-c2noc(C3CCN(S(=O)(=O)c4cccc(C(=O)O)c4)CC3)n2)cc1,4,5
Cc1ccc(C2C(C(=O)O)c3ccccc3C(=O)N2C)o1 (stereo unspecified),25,0
COc1cccc(C2C(C(=O)c3cccs3)=C(O)C(=O)N2CCN(C)C)c1OC (stereo unspecified),10,-2
O=S(=O)(CCSc1nc2ccccc2s1)c1nc2ccccc2s1,8,-9
COCCN(C(=O)C(C)C)c1nnc(-c2ccc(C)cc2)s1,5,3
COC(=O)c1ccc(C(=O)Nc2ccc3nc(-c4cccnc4)[nH]c3c2)cc1,7,-2
Cc1cccc(-c2nc(CSCC(=O)NCc3cccs3)c(C)o2)c1,5,-6
COC(=O)c1ccc(NC(=O)CCN2CCN(Cc3ccccc3)CC2)cc1,4,2
COc1ccc2c(c1)C(C)=CC(C)(C)N2C(=O)CNCc1ccc2c(c1)OCO2,4,2
CCOc1ccccc1OCC(O)CNC (stereo unspecified),4,-2
C=CCNC(=O)NC(=O)COC(=O)/C(C#N)=C/c1cc(C)n(CC(C)C)c1C,-6,3
Cc1cccn2c(=O)c(/C=C3\SC(=S)N(CC(C)C)C3=O)c(NCCCOC(C)C)nc12,12,-4
CC(/C=N/n1cnnc1)=C\c1ccccc1,9,4
O=C(NCc1ccccc1)c1cccnc1N1CCOCC1,3,1
# (further entries)
SMILES,FXIIa inh,FXIa single inh
O=S(=O)(c1ccc2ccccc2c1)N1C=CC(C(F)(F)F)=NCC1,-14,20
Cc1cc(/C=N/n2cnnc2)c(C)n1-c1ccccc1,8,-5
CC(=O)NC1(c2cccc(F)c2)CCN(CC(=O)NC(C)C)CC1,7,2
O=c1[nH]c(=O)n(C2CCCO2)cc1F (stereo unspecified),6,5
COc1ccc(OCC(=O)O/N=C(\N)Cc2ccc(Cl)cc2Cl)cc1,-2,-7
c1ccc2c(c1)OCC(c1csc3ncnc(N4CCCC4)c13)O2 (stereo unspecified),6,-7
CCCC(CCC)C(=O)Nc1ccncc1,3,-3
Cc1cc(C)cc(Oc2ccc(C(F)(F)F)cc2C#N)c1,-23,-3
COc1cc(N2CCCC2)c(OC)cc1/C=C(/C#N)c1ccc(F)cc1,10,0
COCCn1c(=O)[nH]c2cc(C(=O)NCc3ccccc3)ccc2c1=O,5,-11
O=C(CCc1nc(-c2ccccc2)no1)NCc1cccnc1,-12,2
CC(=O)c1cccc(NC(=O)N2CCCc3ccccc32)c1,5,-5
COC(=O)c1ccccc1Oc1c(F)c(F)nc(N2CCOCC2)c1F,1,3
COc1ccc(C(=O)NC(=S)N2CCC(C)CC2)cc1,1,15
CCCNC(=O)N1CCN(C(=O)NCCC)CC1,6,-2
O=C(c1cc(-c2cccs2)nc2ccccc12)N1CCN(S(=O)(=O)c2ccccc2)CC1,1,-7
O=c1c2ccccc2nc2c3ccccc3c3nncn3n12,7,-2
O=C(Nc1ccccc1)OCc1ccccn1,-12,-1
Cc1ccc(-c2onc3ccc(C=O)cc23)cc1,0,-1
CCCc1nc2oc3c(OCC)ncnc3c2c2c1COC(C)(C)C2,-14,26
CCOC(=O)N1CCN(C(c2cccnc2)c2ccc3cccnc3c2O)CC1 (stereo unspecified),8,-3
O=C(COc1ccccc1Br)NCc1ccccn1,-3,-4
O=C(Nc1ccccn1)C1CCN(S(=O)(=O)c2cccc3nonc23)CC1,11,4
Cn1c2ccccc2c2c(C(=O)N3CCN(C(=O)c4ccco4)CC3)cn(C3CCCCC3)c(=O)c21,0,-1
Cc1nnc(NC(=O)CSc2nnc(CNC(=O)C34CC5CC(CC(C5)C3)C4)n2C2CCCCC2)s1,7,1
CCOc1ccc(S(=O)(=O)Nc2cccc(OC)c2)cc1,-3,-4
CN(C)S(=O)(=O)N1CCN(S(=O)(=O)N(C)C)CC1,0,4
COc1ccccc1NC(=O)Cc1noc(CSc2nnc(C)s2)n1,3,-3
Nc1ncnc(Nc2cccc(C(F)(F)F)c2)n1,3,-8
COCCNC(=O)C(c1cccs1)N(Cc1ccccc1)C(=O)Cn1nnc2ccccc21 (stereo unspecified),19,3
COc1ccc(-n2c(/C=C(\C)O)nc(=O)c3c(C)cc(C)nc32)cc1,3,7
Cc1nc2ccccc2nc1N1CCOCC1,3,-5
CCOc1cccc(/C(O)=C2/C(=O)C(=O)N(CCOC)C2c2ccco2)c1 (stereo unspecified),-9,3
CCCCNc1nc(-c2ccccc2)cc(C(F)(F)F)c1C(N)=O,4,3
CCCn1c(CN2CCN(C)CC2)nc2ccccc21,-1,-8
CCSc1nnc(NC(=O)Cc2cccc(OC)c2)s1,6,0
[O-]/[N+](=C\c1ccc(F)cc1)c1ccccc1,5,-6
Cc1ccc(C(=O)Nc2ncc(C)s2)o1,5,11
CC1(C)COC(c2cccn2Cc2ccc(F)cc2Cl)=N1,-9,-12
CCN(C(C)=O)c1cccc2ccccc12,7,1
COc1ccc(NC2=NCC(=O)N2Cc2cccs2)cc1,20,5
CC(C)Cc1ccc(C(C)C(=O)Nc2nccs2)cc1 (stereo unspecified),3,10
COC(C(=O)Nc1ccc(F)c(F)c1)c1ccccc1 (stereo unspecified),6,-10
CCOC(=O)CNC(=O)c1cc(C)oc1C,8,0
Cc1[nH]n(C(N)=S)c(=O)c1N=Nc1ccc(S(=O)(=O)N2CCCC2)cc1,6,-1
Cc1[nH]n(-c2ccc([N+](=O)[O-])cc2)c(=O)c1C=NCCN1CCN(C(=O)c2ccccc2F)CC1,6,11
O=C(Nc1cccc(C(F)(F)F)c1)C12CC3CC(CC(C3)C1)C2,3,-2
COc1ccc(-c2cc(=O)[nH][nH]2)cc1OC,6,-5
CC(C)OC(=O)CSc1nc2ccccc2s1,8,0
Cc1ccc2oc(-c3ccccc3)nc2c1,4,10
CCCOc1ccccc1C1CC(=O)Nc2cc3c(cc21)OCO3 (stereo unspecified),9,8
O=C(c1ccc(S(=O)(=O)N2CCC(c3nc4ccccc4s3)CC2)cc1)N1CCCCC1,2,-2
O=C(Cn1cc(C(=O)c2cccs2)c2ccccc21)NCc1cccs1,-8,2
COc1cccc(C2CC(c3ccccc3)n3ncnc3N2)c1 (stereo unspecified),-1,1
Cn1nnnc1SCC(=O)NCc1ccccc1,1,0
COC(=O)c1cc(=O)n(Cc2ccc3c(c2)OCO3)c(=Nc2ccc(F)c(Cl)c2)s1,2,0
O=C(NCc1ccco1)C1CCCN1S(=O)(=O)c1ccc2ccccc2c1 (stereo unspecified),11,2
CCCCC(CC)CNC(=O)c1cccs1 (stereo unspecified),6,0
Cc1ccc(OCCCn2c(CO)nc3ccccc32)cc1,4,7
Cc1nc(NC(C)c2ccccc2)c2c3c(sc2n1)CCC3 (stereo unspecified),-12,29
# The list goes on:
SMILES,FXIIa inh,FXIa single inh
CCOC(=O)CP(=O)(c1ccccc1)c1ccccc1,2,3
CCOC(=O)c1sc(C)c(C(=O)NCC(C)(C)CN(C)C)c1N,4,-12
O=C(c1cc2sccc2n1Cc1ccc(F)cc1)N1CCc2ccccc21,6,2
CC(C)COc1ccc(-c2nnc(-c3ccco3)o2)cc1,2,-7

# Some of the entries so far, as labelled records.
CC(C)COc1ccc(-c2nnc(-c3ccco3)o2)cc1
  FXIIa inh: 2
  FXIa single inh: -7
CCOC(=O)CP(=O)(c1ccccc1)c1ccccc1
  FXIIa inh: 2
  FXIa single inh: 3
